Rhodamine autofl – compound fluoresces in the rhodamine spectral region; 0.05% of 59,000 active; max dye-equivalent concentration, M; Rhodamine-region fluorescence, 547/598 nm, Tris buffer; hits give high values; in the data active = max dye-equivalent concentration above about 11 nM; inconclusive = between about 1.1 nM and that limit
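qHTS spectral profiling of compounds without any target or enzyme present, in pH 8.0 Tris buffer; plates were read after a 15-minute room-temperature incubation using the rhodamine-region filter set.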
BRCT inh red – disrupts BRCA1 BRCT binding to phosphoprotein, red fluorophore readout; P38398; BRCT-phosphopeptide binding, red fluorescence polarization; Potency, µM (titrated, usually from 76.9 µM), for the others: at the highest dose activity change, negative = inhibition, hits mostly inhibitors; 0.03% of 75,000 active; note: % is set by controls: 0 for no effect and ±100 for the full control effect
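Rhodamine-labelled pBACH1 10-mer (100 nM) bound to BRCT domain (100 nM) at pH 7.3; compounds incubated 12 min room temperature, polarization read. Free peptide defines full inhibition; unlabelled decapeptide titrated as control.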
Caspase-7 inhib – blocks human caspase-7 allosterically or competitively; P55210; Potency, µM (top dose mostly 57.5 µM), without a hit: at the highest dose activity change, negative = inhibition, actives largely listed as inhibitors; 0.02% of 75,000 active; AID 889; recombinant caspase-7, Ac-DEVD-AFC fluorescence rate; active = well fitted inhibition curve with a large enough effect in the main read-out, with a control signal flat, not every such curve was filed as active; inconclusive = small, poorly fitted or top-dose-only effect, or a change in a side signal; note: potency is the fitted concentration of half-maximal effect; % of control where 0% means no effect
HEK293 cAMP cs – counter-screen for TSHR agonists: cAMP increase in parental HEK293; parental HEK293 CNG cAMP sensor, membrane potential fluorescence; Potency, µM (doses to about 57.1 µM), for inactives: at the highest dose activation, most hits filed as activators; 2.5% of 73,000 active; AID 938; note: potency is the fitted concentration of half-maximal effect; % of control where 0% means no effect; nearly all actives have a fitted effect of over 55% in size
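Counterscreen for endogenous-receptor signalling: CNG-channel HEK 293 cells report cAMP rise by membrane depolarization. After 60 min dye equilibration with 100 uM RO 20-1724, compounds incubated 30 min before bottom-read fluorescence at 590 nm.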
USP2a inh – inhibitors of human ubiquitin-specific protease USP2a | 0.1% of 60,000 active | USP2a enzymatic assay, qHTS inhibition | Potency, µM (doses to about 38.3 µM), for the others: at the top dose activity change, negative = inhibition, hits mostly inhibitors | O75604;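 note: potency is the fitted concentration of half-maximal effect; nearly all actives have a fitted effect of over 60% in size; plate controls were DMSO for no effect and NEM full inhibition control for full effect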
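Inhibition is measured in a cell-free coupled assay with 20 nM USP2 core, 20 nM Ub-PLA2 and 20 uM NBD C6-HPC, 2.5 h incubation. Activity normalized to NEM control.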
BRCT inh green – inhibitors of human BRCA1 BRCT-phosphoprotein interaction (green fluorophore). BRCA1 BRCT-phosphopeptide binding, green fluorescence polarization. P38398. 0.05% of 75,000 active. Potency, µM (series often up to 76.9 µM), inactives show at the top dose activity change, negative = inhibition, most hits filed as inhibitors;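 note: potency is the fitted concentration of half-maximal effect; plate controls were peptide without protein for full effect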
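Fluorescence polarization: His-tagged BRCT (~35 kDa BRCA1 C-terminus, 250 nM) bound to 100 nM fluorescein-labeled phosphorylated 10-aa BACH1 peptide, pH 7.3 phosphate buffer with DTT and Tween 20. Compounds incubated 12 min at room temperature; inhibition read as lowered polarization.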
Tau fil binding – tau filament binding. P10636. recombinant tau filaments, thioflavin S fluorescence, 15 h; filaments grown with octadecylsulfate alongside compound. Potency, µM (doses to about 57.1 µM), without a hit: at the highest dose activity change, negative = inhibition. 2% of 71,000 active. AID 596;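 note: potency is the fitted concentration of half-maximal effect; % is set by controls: 0 for no effect and ±100 for the full control effect; actives lower thioflavin S fluorescence by blocking filaments or displacing dye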
Target sequence (P10636 whole entry, looked up): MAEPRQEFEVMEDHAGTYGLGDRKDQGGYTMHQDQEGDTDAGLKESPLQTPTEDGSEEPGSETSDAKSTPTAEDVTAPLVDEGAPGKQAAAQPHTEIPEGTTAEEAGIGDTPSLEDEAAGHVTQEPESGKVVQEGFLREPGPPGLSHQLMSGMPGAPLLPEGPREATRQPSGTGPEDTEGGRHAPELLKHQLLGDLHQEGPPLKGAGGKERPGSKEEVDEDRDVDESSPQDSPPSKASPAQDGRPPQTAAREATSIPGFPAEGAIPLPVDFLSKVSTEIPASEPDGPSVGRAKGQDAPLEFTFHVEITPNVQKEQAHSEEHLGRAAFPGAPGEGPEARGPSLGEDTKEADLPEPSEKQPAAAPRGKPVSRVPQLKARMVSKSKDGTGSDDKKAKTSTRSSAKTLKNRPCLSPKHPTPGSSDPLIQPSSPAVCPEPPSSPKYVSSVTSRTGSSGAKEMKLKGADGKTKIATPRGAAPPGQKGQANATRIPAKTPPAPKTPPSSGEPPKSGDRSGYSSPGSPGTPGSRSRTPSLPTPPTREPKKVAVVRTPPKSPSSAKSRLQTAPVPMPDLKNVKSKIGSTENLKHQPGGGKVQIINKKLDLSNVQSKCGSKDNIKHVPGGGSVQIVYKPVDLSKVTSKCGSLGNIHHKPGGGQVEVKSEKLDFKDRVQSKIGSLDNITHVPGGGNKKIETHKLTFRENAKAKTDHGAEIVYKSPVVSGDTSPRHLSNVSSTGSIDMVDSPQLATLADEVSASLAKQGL
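ThS-based fibril read: tau 1 uM final, inducer ODS 30 uM final, 37 C for 15 h, ex 450/em 510 nm.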
15-hLO inh – blocks human 15-lipoxygenase activity; 1.4% of 74,000 active; Potency, µM (doses to about 57.1 µM), without a hit: at the top dose activity change, negative = inhibition, most hits filed as inhibitors; P16050; purified 15hLO-1, xylenol orange hydroperoxide absorbance; note: potency is the fitted concentration of half-maximal effect; % is set by controls: 0 for no effect and ±100 for the full control effect; nearly all actives have a fitted effect of over 55% in size
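Hydroperoxide formed from arachidonic acid (50 uM) by purified human 15hLO-1 (40 nM) oxidizes ferrous iron, and the ferric-xylenol orange complex is read at 573 versus 405 nm. Compounds were preincubated 15 min; reaction ran 6 min at room temperature.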
HADH2 inhib – blocks human hydroxyacyl-CoA dehydrogenase type II; Q99714; recombinant HADH2, NADH fluorescence, beta-hydroxybutyryl-CoA; Potency, µM (top dose mostly 57.1 µM), for inactives: top-dose activity change, negative = inhibition, hits mostly inhibitors; 3.4% of 73,000 active; AID 886; note: potency is the fitted concentration of half-maximal effect; % is set by controls: 0 for no effect and ±100 for the full control effect; nearly all actives have a fitted effect of over 60% in size; many of its hits are not listed in these tables
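Buffer 100 mM Tris-HCl pH 9.0/0.01% Tween-20; HADH2 20 nM; NAD+ 1 mM; beta-hydroxybutyryl-CoA 90 uM (all final). 15 min cpd preincubation, RT.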
Casp1 inh – allosteric or competitive inhibitors of human caspase-1. 0.03% of 75,000 active. Caspase-1 enzyme, Ac-WEHD-AFC fluorogenic rate. P29466. Potency, µM (doses to about 57.5 µM), for inactives: at the highest dose activity change, negative = inhibition, usual class: inhibitors;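 note: potency is the fitted concentration of half-maximal effect; plate controls were vehicle for no effect and no substrate for full effect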
Target sequence (P29466 120-297 limits assumed): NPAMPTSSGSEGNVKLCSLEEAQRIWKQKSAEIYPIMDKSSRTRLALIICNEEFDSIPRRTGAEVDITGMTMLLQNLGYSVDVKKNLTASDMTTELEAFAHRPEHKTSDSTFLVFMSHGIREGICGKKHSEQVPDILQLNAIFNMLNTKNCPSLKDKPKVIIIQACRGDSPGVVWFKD
Target sequence (P29466 317-404 limits assumed): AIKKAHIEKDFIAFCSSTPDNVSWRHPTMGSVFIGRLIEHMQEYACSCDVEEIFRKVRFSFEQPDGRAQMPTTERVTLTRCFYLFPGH
Pol III holo inh – inhibitors of bacterial DNA polymerase III holoenzyme; reconstituted DNA polymerase III holoenzyme replication, biochemical; Potency, µM (highest dose often 57.1 µM), inactives show at the top dose activity change, negative = inhibition; 0.25% of 71,000 active; AID 603; note: potency is the fitted concentration of half-maximal effect; % is set by controls: 0 for no effect and ±100 for the full control effect
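Reconstituted *E. coli* holoenzyme (0.35 nM Pol III, 1 nM beta, 154 nM SSB, 2 nM primase) was preincubated with compound for 15 min at RT. Synthesis on 1.4 nM ssM13Gori ran 35 min, then was stopped with PicoGreen/EDTA and read as dsDNA fluorescence.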
An asterisk follows results filed as active; [ ] = another dose, or the depositor's remark. Unless noted, calls come from the whole dose curve; as a rule, active = well fitted curve in the direction sought with a large enough effect; inconclusive = small, poorly fitted or top-dose-only effect, or another doubt; inactive = no such curve, though single readings can be large; an effect the other way counts as inactive or inconclusive. The list is partial, so the mix of outcomes need not match the whole.

Screening Cc1occc1-c1nnc(SCC(=O)Nc2ccccc2)n1Cc1ccccc1 returned Rhodamine autofl inactive, BRCT inh red 0.5%, Caspase-7 inhib -2%, HEK293 cAMP cs inconclusive, USP2a inh 23%, BRCT inh green -0.1%, Tau fil binding 0%, 15-hLO inh -9%, HADH2 inhib -14%, Casp1 inh -2% and Pol III holo inh 4%.
COc1cccc(C2C(C#N)=C(N)Oc3cc(C)oc(=O)c32)c1OC (stereo not drawn) was read as BRCT inh red 0.7%, Caspase-7 inhib -4%, HEK293 cAMP cs 2%, USP2a inh 1%, BRCT inh green -0.9%, Tau fil binding 8%, 15-hLO inh 4%, HADH2 inhib -13%, Casp1 inh -4% and Pol III holo inh 0%.
For O=C(Nc1ccc2c(c1)nc1n2CCN(Cc2ccccc2)C1)c1cccs1 the results were Rhodamine autofl inactive, BRCT inh red 1.9%, Caspase-7 inhib -6%, HEK293 cAMP cs 18%, USP2a inh 56%[activator], BRCT inh green 1.6%, Tau fil binding -28%, 15-hLO inh -6%, HADH2 inhib 10%, Casp1 inh -4% and Pol III holo inh -1%.
COc1ccc(N2CCN(C(=O)CSc3ccccc3N)CC2)cc1 was read as Rhodamine autofl inactive, BRCT inh red -0.6%, Caspase-7 inhib 0%, HEK293 cAMP cs 0%, BRCT inh green -1.6%, Tau fil binding -10%, 15-hLO inh -9%, HADH2 inhib inconclusive, Casp1 inh 2% and Pol III holo inh -9%.
CC1Cc2nc(SCC(=O)Nc3nccs3)n(C)c(=O)c2S1 (stereo not drawn) was read as BRCT inh red -2.5%, Caspase-7 inhib -4%, HEK293 cAMP cs inconclusive, BRCT inh green -1.7%, Tau fil binding inconclusive, 15-hLO inh inconclusive, HADH2 inhib inconclusive, Casp1 inh 2% and Pol III holo inh -1%.
For Cc1ccc(NCc2nnc(SCC(=O)N3CCCc4ccccc43)o2)c(C)c1 the results were Rhodamine autofl inactive, BRCT inh red 1.1%, Caspase-7 inhib 0%, HEK293 cAMP cs 13%, USP2a inh 8%, BRCT inh green 1.6%, Tau fil binding 6%, 15-hLO inh -26%, HADH2 inhib 2%, Casp1 inh -1% and Pol III holo inh -2%.
Screening O=C(O)c1ccccc1C1c2ccccc2Oc2ccccc21 returned Rhodamine autofl inactive, BRCT inh red 1.5%[15.4 µM], Caspase-7 inhib 0%[11.5 µM], HEK293 cAMP cs 15%[11.4 µM], BRCT inh green -1.0%[15.4 µM], Tau fil binding 6%[11.4 µM], 15-hLO inh 2%[11.4 µM], HADH2 inhib 21%[11.4 µM], Casp1 inh 0%[11.5 µM] and Pol III holo inh -5%[11.4 µM].
Screening Fc1cc(Br)ccc1Nc1nc2ccccc2n2nnnc12 returned BRCT inh red 0.6%, Caspase-7 inhib -7%, HEK293 cAMP cs inconclusive, BRCT inh green 5.6%, Tau fil binding -26%, 15-hLO inh 1%, HADH2 inhib -4%, Casp1 inh -3% and Pol III holo inh -5%.
Screening CN1CCN(CCC(=O)Nc2ccc(OCc3ccccc3)cc2)CC1 returned Rhodamine autofl inactive, BRCT inh red -1.1%, Caspase-7 inhib 0%, HEK293 cAMP cs 10%, USP2a inh 13%, BRCT inh green -1.6%, Tau fil binding 8%, 15-hLO inh 7%, HADH2 inhib 0%, Casp1 inh -1% and Pol III holo inh -9%.
For CN(C)S(=O)(=O)c1cccc(C(=O)Nc2ccc(Cl)cn2)c1 the results were Rhodamine autofl inactive, BRCT inh red -1.7%, Caspase-7 inhib 1%, HEK293 cAMP cs inconclusive, USP2a inh -7%, BRCT inh green -0.8%, Tau fil binding -12%, 15-hLO inh 2%, HADH2 inhib -5%, Casp1 inh -1% and Pol III holo inh 0%.
For COC(=O)Cc1csc(N)n1 the results were Rhodamine autofl inactive, BRCT inh red 0.7%, Caspase-7 inhib 1%, HEK293 cAMP cs -5%, USP2a inh -4%, BRCT inh green -1.5%, Tau fil binding 8%, 15-hLO inh -1%, HADH2 inhib 4%, Casp1 inh -2% and Pol III holo inh 6%.
Screening CC(C)=CCC/C(C)=C/CCC(C)NCCN1CCNCC1 (stereo not drawn) returned Rhodamine autofl inactive, BRCT inh red 0.3%, Caspase-7 inhib 1%, HEK293 cAMP cs 12%, USP2a inh 6%, BRCT inh green 0.5%, Tau fil binding -27%, 15-hLO inh -2%, HADH2 inhib 7%, Casp1 inh -2% and Pol III holo inh -2%.
Clc1ccc([C@H](Cn2ccnc2)OCc2c(Cl)cccc2Cl)c(Cl)c1 was read as Rhodamine autofl inactive, BRCT inh red -0.2%[34.4 µM], Caspase-7 inhib -1%[25.7 µM], HEK293 cAMP cs inconclusive, USP2a inh inconclusive, BRCT inh green -2.0%[34.4 µM], Tau fil binding 65%[25.6 µM], 15-hLO inh 45%[activator][25.6 µM], HADH2 inhib -4%[25.6 µM], Casp1 inh -2%[25.7 µM] and Pol III holo inh -5%[25.6 µM].
For CCCCn1c(=N)n(CC(=O)C(C)(C)C)c2ccccc21 the results were Rhodamine autofl inactive, BRCT inh red 0.6%, Caspase-7 inhib 1%, HEK293 cAMP cs 2%, USP2a inh -5%, BRCT inh green -0.2%, Tau fil binding -2%, 15-hLO inh 2%, HADH2 inhib -2%, Casp1 inh -1% and Pol III holo inh -10%.
For Cn1c(C(=O)N2CCN(c3ccc(F)cc3)CC2)cc2c(=O)n(C)c3ccccc3c21 the results were BRCT inh red -0.1%, Caspase-7 inhib 1%, HEK293 cAMP cs 0%, BRCT inh green -2.3%, Tau fil binding 4%, 15-hLO inh -5%, HADH2 inhib -1%, Casp1 inh 1% and Pol III holo inh -4%.
`Cc1ccc(-n2nc(C)c3c2OC(N)=C(C#N)C3c2ccccc2F)cc1` (stereo not drawn) gave BRCT inh red -1.8%, Caspase-7 inhib -3%, HEK293 cAMP cs inconclusive, BRCT inh green -0.9%, 15-hLO inh -13%, HADH2 inhib -5% and Casp1 inh -1%.
Screening Nn1c(SCC(=O)Nc2ccccc2F)nc2ccccc2c1=O returned Rhodamine autofl inactive, BRCT inh red 0.1%, Caspase-7 inhib -3%, HEK293 cAMP cs inconclusive, USP2a inh -6%, BRCT inh green -1.3%, Tau fil binding 85%, 15-hLO inh 2%, HADH2 inhib 11%, Casp1 inh 0% and Pol III holo inh -2%.
For Cn1c(=O)c(C(=O)CSc2nncs2)c(N)n(Cc2ccccc2)c1=O the results were Rhodamine autofl inactive, BRCT inh red 0.4%, Caspase-7 inhib -3%, HEK293 cAMP cs -3%, USP2a inh 8%, BRCT inh green 2.4%, Tau fil binding 11%, 15-hLO inh 4%, HADH2 inhib 6%, Casp1 inh 1% and Pol III holo inh -1%.
For C[C@@]12CCC(=O)C=C1C=CC1C2CC[C@]2(C)C1CC[C@@]21CCC(=O)O1 (stereo partly drawn) the results were BRCT inh red 0.3%, Caspase-7 inhib -19%, USP2a inh 2%, BRCT inh green -1.9%[3.08 µM], 15-hLO inh -5% and Casp1 inh -8%.
For CCOC(=O)c1[nH]c(C)c(/C(O)=C2\C(=O)C(=O)N(CCN(C)C)C2c2cccc(OC)c2OC)c1C (stereo not drawn) the results were Rhodamine autofl inactive, BRCT inh red 0.4%, Caspase-7 inhib 2%, HEK293 cAMP cs -2%, USP2a inh 12%, BRCT inh green -1.3%, Tau fil binding 11%, 15-hLO inh -2%, HADH2 inhib -6%, Casp1 inh -3% and Pol III holo inh -2%.
For CCOC(=O)c1ccc(Nc2nnc3nc(C)cc(C)n23)cc1 the results were Rhodamine autofl inactive, BRCT inh red 0.8%, Caspase-7 inhib 0%, HEK293 cAMP cs -3%, USP2a inh 8%, BRCT inh green 2.0%, Tau fil binding -1%, 15-hLO inh 13%, HADH2 inhib -2%, Casp1 inh -1% and Pol III holo inh 0%.
Screening OCc1ccnc2c(O)cccc12 returned Rhodamine autofl inactive, BRCT inh red 0.9%, Caspase-7 inhib 0%, HEK293 cAMP cs 4%, USP2a inh 14%, BRCT inh green -0.9%, Tau fil binding -8%, 15-hLO inh 10%, HADH2 inhib -3%, Casp1 inh 1% and Pol III holo inh -7%.

Taken from the results shown for reference:
Clc1ccc([C@H](Cn2ccnc2)OCc2c(Cl)cccc2Cl)c(Cl)c1 was read as Rhodamine autofl inactive, BRCT inh red -0.2%[34.4 µM], Caspase-7 inhib -1%[25.7 µM], HEK293 cAMP cs inconclusive, USP2a inh inconclusive, BRCT inh green -2.0%[34.4 µM], Tau fil binding 65%[25.6 µM], 15-hLO inh 45%[activator][25.6 µM], HADH2 inhib -4%[25.6 µM], Casp1 inh -2%[25.7 µM] and Pol III holo inh -5%[25.6 µM].
For CCCCn1c(=N)n(CC(=O)C(C)(C)C)c2ccccc21 the results were Rhodamine autofl inactive, BRCT inh red 0.6%, Caspase-7 inhib 1%, HEK293 cAMP cs 2%, USP2a inh -5%, BRCT inh green -0.2%, Tau fil binding -2%, 15-hLO inh 2%, HADH2 inhib -2%, Casp1 inh -1% and Pol III holo inh -10%.
